PI4K2A block: qHTS for small molecular inhibitors of PI4K2A; Phosphatidylinositol 4-kinase type 2-alpha (Homo sapiens), Q9BTU6; purified PI4K2A, ADP-Glo luminescence, 1 h; hits give low values; activity change, negative = inhibition, % at 76.9 µM; 420,000 compounds, 0.13% hits; AID 1346378, 2018; in the data active means activity change below about -50%; inconclusive means mostly about -30% to -49%;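 further: -100% = wells without enzyme as full effect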
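PI4K2A activity was measured by ADP-Glo luminescence: enzyme (4 ug/mL stock) and phosphatidylinositol (1.2 mM stock) in Tris pH 7.5/MgCl2/EGTA/Triton X-100 buffer were reacted with ATP (300 microM stock) for one hour at ambient temperature.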
mIDH1 inhibitor: qHTS for Inhibitors of mutant isocitrate dehydrogenase 1 (IDH1): qHTS. Potency, µM (doses to about 76.6 µM), without a hit: at the top dose activity change, negative = inhibition, most hits filed as inhibitors. Isocitrate dehydrogenase [NADP] cytoplasmic (Homo sapiens), O75874. IDH1-R132H enzyme, NADPH consumption, diaphorase/resazurin fluorescence. 390,000 compounds, 0.093% hits; further: potency means the concentration at half of the fitted maximal effect; on the % scale 0 is the no-effect control and ±100 the full control effect; nearly all actives have a fitted effect of over 65% in size
Target sequence (O75874 whole entry R132H, stated change not applied): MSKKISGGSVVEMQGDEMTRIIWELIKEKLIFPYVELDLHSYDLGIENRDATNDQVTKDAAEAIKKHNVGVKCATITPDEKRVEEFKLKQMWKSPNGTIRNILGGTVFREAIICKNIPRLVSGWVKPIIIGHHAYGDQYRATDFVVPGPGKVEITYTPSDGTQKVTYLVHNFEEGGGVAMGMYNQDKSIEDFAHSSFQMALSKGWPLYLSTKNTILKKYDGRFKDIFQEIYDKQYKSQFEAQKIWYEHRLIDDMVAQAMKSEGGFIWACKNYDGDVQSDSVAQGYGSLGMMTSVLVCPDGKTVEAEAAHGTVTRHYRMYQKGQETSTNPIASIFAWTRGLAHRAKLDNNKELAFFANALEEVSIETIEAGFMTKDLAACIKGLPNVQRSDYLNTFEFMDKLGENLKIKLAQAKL
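IDH1-R132H (0.5 ug/mL dispensed) in pH 7.5 Tris buffer was preincubated 30 min with compound, then given a substrate mix of 0.016 mM NADPH and 2 mM alpha-KG for 80 min at room temperature; remaining NADPH was read by diaphorase/resazurin fluorescence.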
Pin1 inhibitor: qHTS Assay to Find Inhibitors of Pin1 | Pin1 FP peptide displacement, HiFluor488, 10 min | Potency, µM (top dose mostly 115 µM), for inactives: top-dose activity, negative = inhibition, hits mostly inhibitors | 390,000 compounds, 0.009% hits | AID 504891, 2011; active means well fitted inhibition curve with a large enough effect in the polarisation, with a control signal flat, not every such curve was filed as active; inconclusive means small, poorly fitted or top-dose-only effect, or effect the other way, or a change in a side signal; inactive means no such curve, though single readings can be large or run the other way; the % refers to the polarisation; further: potency means the concentration at half of the fitted maximal effect; on the % scale 0 is the no-effect control and ±100 the full control effect
HP1b chromo inh: HTS for Inhibitors of HP1-beta Chromodomain Interactions with Methylated Histone Tails. AlphaScreen HP1-beta / biotin-H3K9me3 peptide binding. Potency, µM (top dose mostly 114 µM), for the others: at the top dose activity change, negative = inhibition, hits mostly inhibitors. 390,000 compounds, 0.56% hits. AID 540317, 2011; further: potency means the concentration at half of the fitted maximal effect; nearly all actives have a fitted effect of over 70% in size; inactives centre near 23
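AlphaScreen: HP1-beta (50 nM) preformed 30 min with biotin-H3(1-18)K9me3 peptide (50 nM) in PBS pH 7.4, 0.01% Tween-20. Compound added for 30 min at RT, then streptavidin donor/nickel chelate acceptor beads (10 ug/mL) for 30 min.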
TrxR1 substrate: qHTS Assay for Substrates of Mammalian Selenoprotein Thioredoxin Reductase 1 (TrxR1): qHTS; Potency, µM (series often up to 114 µM), for the others: top-dose activity change, negative = substrate turnover; 390,000 compounds, 0.01% hits; purified TrxR1 substrate turnover, NADPH consumption readout; Thioredoxin reductase 1, cytoplasmic (Rattus norvegicus), O89049; further: potency means the concentration at half of the fitted maximal effect; on the % scale 0 is the no-effect control and ±100 the full control effect; nearly all actives have a fitted effect of over 50% in size
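Rat TrxR1, dispensed at 90 nM, was prereduced with 400 uM NADPH (final) for 5 min at ~22 deg C, then incubated with compound 15 min before 400 uM selenite. A first-read NADPH fluorescence drop versus no-compound background flagged substrates.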
rTrxR1 inhibitor: qHTS Assay for Inhibitors of Mammalian Selenoprotein Thioredoxin Reductase 1 (TrxR1): qHTS; recombinant rTrxR1, NADPH fluorescence consumption, selenite substrate; Thioredoxin reductase 1, cytoplasmic (Rattus norvegicus), O89049; AID 588453, 2011; 390,000 compounds, 1% hits; Potency, µM (highest dose often 114 µM), inactives show at the highest dose activity change, negative = inhibition, usual class: inhibitors; further: potency means the concentration at half of the fitted maximal effect; on the % scale 0 is the no-effect control and ±100 the full control effect; nearly all actives have a fitted effect of over 65% in size
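Rat TrxR1 (90 nM in the dispensed reagent) was pre-reduced with 400 uM NADPH for 5 min at room temperature, then incubated with compound for 15 min. After 400 uM selenite was added, NADPH fluorescence (Ex 340/Em 450 nm) was followed for 8 min.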
GLS inh: qHTS for Inhibitors of Glutaminase (GLS) | Glutaminase kidney isoform, mitochondrial (Homo sapiens), O94925 | GLS enzymatic activity, qHTS titration | Potency, µM (titrated, usually from 45.5 µM), for inactives: top-dose activity change, negative = inhibition, most hits filed as inhibitors | 410,000 compounds, 0.21% hits; further: potency means the concentration at half of the fitted maximal effect; on the % scale 0 is the no-effect control and ±100 the full control effect
Target sequence (O94925 whole entry, looked up, canonical isoform): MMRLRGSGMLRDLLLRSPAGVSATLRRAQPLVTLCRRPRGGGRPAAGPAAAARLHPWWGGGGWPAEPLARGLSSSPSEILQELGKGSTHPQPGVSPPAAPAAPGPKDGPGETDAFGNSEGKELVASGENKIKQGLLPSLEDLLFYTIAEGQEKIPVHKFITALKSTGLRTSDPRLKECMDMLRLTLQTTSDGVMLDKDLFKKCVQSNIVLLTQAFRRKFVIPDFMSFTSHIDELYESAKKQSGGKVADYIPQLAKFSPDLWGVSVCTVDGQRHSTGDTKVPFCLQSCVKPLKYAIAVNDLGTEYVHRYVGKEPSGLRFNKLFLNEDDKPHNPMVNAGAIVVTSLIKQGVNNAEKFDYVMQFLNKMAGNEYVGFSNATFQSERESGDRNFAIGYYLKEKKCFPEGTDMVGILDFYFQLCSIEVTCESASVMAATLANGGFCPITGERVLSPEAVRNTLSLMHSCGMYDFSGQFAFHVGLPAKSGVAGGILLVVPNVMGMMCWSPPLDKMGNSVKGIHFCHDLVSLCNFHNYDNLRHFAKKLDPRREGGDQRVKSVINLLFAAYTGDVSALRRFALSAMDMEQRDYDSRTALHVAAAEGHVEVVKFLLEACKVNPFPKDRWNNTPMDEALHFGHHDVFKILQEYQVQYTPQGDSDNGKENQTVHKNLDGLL
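hKGA in 45 mM KH2PO4 (pH 8.2), 0.02% Tween-20 with compound, then 1mM L-Glutamine (stock as added) plus glutamate oxidase/HRP/Amplex red coupling mix. Fluorescence read initially and after 30 min at RT; signal change reflects glutamate formation.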
Tb PGK inh: qHTS Assay to Find Inhibitors of Phosphoglycerate Kinase; Potency, µM (highest dose often 57.5 µM), for the others: top-dose activity change, negative = inhibition, most hits filed as inhibitors; AID 602233, 2012; 380,000 compounds, 0.043% hits; PGK/GAPDH coupled, Kinase-Glo luminescence, 60 min; further: potency means the concentration at half of the fitted maximal effect; on the % scale 0 is the no-effect control and ±100 the full control effect; nearly all actives have a fitted effect of over 60% in size
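Luminescent ATP detection (Kinase-Glo Plus) follows a 60-minute room-temperature incubation, with wells lacking PGK as controls. Buffer: 100 mM TEA (pH 7.6), 5 mM MgCl2, 0.01% Tween-20. Coupling enzyme GAPDH (100 nM final) supplies unstable 1,3-BPG in-well.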
USP1-UAF1 inh: Inhibitors of USP1/UAF1: Primary Screen. recombinant USP1/UAF1, Ub-Rhodamine cleavage fluorescence. 390,000 compounds, 0.23% hits. AID 743255, 2014. Potency, µM (highest dose often 57.1 µM), inactives show at the highest dose activity change, negative = inhibition, most hits filed as inhibitors. Ubiquitin carboxyl-terminal hydrolase 1 (Homo sapiens), O94782; further: potency means the concentration at half of the fitted maximal effect; on the % scale 0 is the no-effect control and ±100 the full control effect; nearly all actives have a fitted effect of over 60% in size; inactives centre near -12
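1 nM enzyme complex + cpd, 15 min RT; start with Ub-Rho 150nM final; kinetic fluorescence ex 480/em 540, 6 reads q60 s. Buffer 50mM HEPES pH 7.8, 0.5mM EDTA, 0.1 mg/ml BSA, 1mM TCEP, 0.01% Tween-20.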
An asterisk follows results filed as active; i = inactive; ? = inconclusive; · = not tested or not shown; & = joins results of further samples; [ ] = another dose, or the depositor's remark. Unless noted, the call rests on the fitted dose curve; in most records, active means well fitted curve in the direction sought with a large enough effect; inconclusive means small, poorly fitted or top-dose-only effect, or another doubt; inactive means no such curve, though single readings can be large; an effect the other way counts as inactive or inconclusive.

SMILES | PI4K2A block | mIDH1 inhibitor | Pin1 inhibitor | HP1b chromo inh | TrxR1 substrate | rTrxR1 inhibitor | GLS inh | Tb PGK inh | USP1-UAF1 inh
O=C(CSc1ccc(Cl)cc1)Nc1ccccc1N1CCN(C(=O)c2ccccc2)CC1 | 3 | -1% | 0% | 3% | -6% | 16% | 0% | 0% | -1%
O=C(COC(=O)c1ccncc1)NC(=O)C1CCCCC1 | -5 | 0% | -7% | 19% | 12%[57.1 µM] | 6% | 0% | -8% | -10%
COc1ccc(S(=O)(=O)N2CCOC23CCN(C(=O)c2ccc(Cl)cc2Cl)CC3)cc1 | -2 | 7% | 6% | 23% | 5% | 26% | 2% | -8% | -25%
COc1ccc(NC(=O)NC2(C(=O)N3CCN(C)CC3)CCCCC2)cc1 | 0 | 4% | -3% | 7% | -7% | 18%[57.1 µM] | -9% | -1% | -10%
O=C(Nc1nccs1)C1CCN(S(=O)(=O)c2ccc3c(c2)OCCCO3)CC1 | 9 | 1% | -6% | 24% | 7%[57.1 µM] | -2%[57.1 µM] | -4% | -2% | -18%
CSc1ccc(CN2CCN(C(C)C)C(CCO)C2)cc1 (centres undefined) | 2 | -8% | -5% | 8% | 7%[57.1 µM] | 7%[57.1 µM] | 0% | 1% | -17%
Cc1ccc(-n2nnnc2SCC(=O)NC2CC2)cc1C | 2 | 4% | 2% | 28% | -2% | -1% | 1% | -11% | -18%
Cc1c(C(=O)OCC(=O)N2CCCC2)cccc1[N+](=O)[O-] | 4 | 7% | -2% | 36%[activator] | 6% | 12% | -2% | -5% | ?
CC(Sc1nnc(NC(=O)c2cc3ccccc3oc2=O)s1)c1ccccc1 (centres undefined) | 5 | 11% | -1% | 32% | -1% | 13% | -1% | 0% | -22%
Cc1cc(C(=O)CN2CCCC(C)C2)c(C)n1-c1ccc(F)cc1 (centres undefined) | -1 | 4% | 0% | 4% | -8% | -13% | 14% | 1% | -9%
O=C(Nc1cccc([N+](=O)[O-])c1)ONC1=NCCCCC1 | 2 | 3% | -1% | 10% | 6% | 8% | 0% | i | -17%
O=C1C(=O)N(c2ccccn2)C(c2cccc([N+](=O)[O-])c2)/C1=C(/O)c1ccc(Br)cc1 (centres undefined) | 5 | 7% | -7% | 25% | -9% | 10% | 10% | i | -16%
COc1ccc2oc(=O)c(C(=O)NCc3ccc(F)cc3)cc2c1 | -19 | -1% | -8% | 40%[activator] | 18%[57.1 µM] | 6%[57.1 µM] | -1% | -9% | -20%
Cc1ccc(S(=O)(=O)NC(C)C(=O)NC2CCCCCC2)cc1 (centres undefined) | -1 | 2% | 66%[activator] | 27% | 4% | 5% | 8% | -6% | -19%
Cc1c(NCc2cc(Cl)cc(Cl)c2O)c(=O)n(-c2ccccc2)n1C | -1 | 4% | 2% | -2% | 4%[57.1 µM] | 6%[57.1 µM] | 42%[activator] | -1% | -6%
O=C1N[C@@H](Cc2ccccc2)C(=O)N2[C@@H]3N(S(=O)(=O)c4ccccc4)c4ccccc4[C@]3(Br)C[C@@H]12 | 5 | 8% | 13% | 0% | -1%[57.1 µM] | -12%[57.1 µM] | -12% | -7% | -9%
COc1ccc(C2(O)CCN(CC(=O)Nc3nccs3)CC2)c(OC)c1 | 10 | 4% | 0% | 12% | 3%[57.1 µM] | 6%[57.1 µM] | 1% | -1% | -15%
O=C(Nc1nnc(S(=O)(=O)N2CCOCC2)s1)c1cccc(Br)c1 | -2&0 | 40%&59%[activator] | 0%&24% | 34%&19%[activator] | -17% | -9%&16% | 2%&-1% | -13%&-16% | -16%&-4%
CCn1c(=O)cc(SCC(=O)Nc2ccc(C)c(F)c2)c2ccccc21 | -1 | -18% | -3% | 25% | 10% | 17% | 2% | 0% | -24%
Cn1c(SCC(=O)Nc2ccccc2F)nc2c(c1=O)SCC2 | 0 | 8% | 0% | 24% | -11% | -18% | 0% | i | -20%
Cc1cc2ncc(C(=O)Nc3ccsc3C(=O)O)c(C)n2n1 | 3 | 20% | 3% | 17% | 0% | 12% | 5% | -2% | -15%
C=CCn1c(C(C)C)nc2ccccc21 | 0 | -9% | 0% | 29% | 1% | 24% | 6% | 0% | -9%
Cc1cc(NC(=O)Nc2cc(F)ccc2C)n(C)n1 | 0 | 4% | -3% | 41% | 6%[57.1 µM] | 12%[57.1 µM] | -2% | -8% | -6%
Cc1cccc(-n2ncc3c(NC(C)C)ncnc32)c1 | 4 | 3% | 1% | 40%[activator] | 12% | 1% | 2% | 0% | 4%
COc1ccc(C2SCC(=O)N2c2c(C)n(C)n(-c3ccccc3)c2=O)cc1OC (centres undefined) | 3 | 1% | 7% | ? | -2% | 17% | -3% | -4% | -16%
COc1ccc(S(=O)(=O)NCC2CCCN(Cc3cn(C)nc3C)C2)cc1 (centres undefined) | 1 | -1% | -10% | 11% | 1% | 4% | 2% | -12% | -20%
O=C(NC(=S)NC1CCSC1=O)c1cccc([N+](=O)[O-])c1 (centres undefined) | -3 | -2% | -1% | 56%[activator] | -1% | 13% | 27% | -3% | -24%
Cc1cccc(NC(=O)C2CCN(S(=O)(=O)c3ccc4c(c3)NC(=O)CO4)CC2)c1C | 4 | 0% | -5% | 45%[activator] | 4% | 34% | -3% | -9% | -12%
O=C(O)C1CCN(C(=O)COc2ccc3c4c(c(=O)oc3c2)CCC4)CC1 | 5 | 2% | 12% | 36% | 52%[activator][57.1 µM] | -7%[57.1 µM] | 2% | -7% | -14%
Cn1c(Cl)c(/C=N/OC(=O)c2cccc(Cl)c2)c2ccccc21 | -9 | 6% | -1% | 17% | 6%[57.1 µM] | 5%[57.1 µM] | 2% | 0% | 0%
CC(C)c1ccc(OCc2ccc(C(=O)O)o2)cc1 | -6 | 0% | -9% | -7% | 12% | 11% | 55%[activator] | -12% | -5%
CCC1CN(C(=O)Nc2cc(C)cc(C)c2)c2ccccc2O1 (centres undefined) | -1 | 11% | 3% | 15% | -2% | 32% | 1% | i | -32%
CCOC(=O)c1c(NC(=O)CSc2nnnn2C)sc(C)c1C | -9 | -5% | 8% | -4% | -4% | -10% | 15% | -3% | -16%
C=CC[C@@H](CC(=O)N(CCO)Cc1ccccc1)C(=O)N[C@H](COC(=O)[C@@H](CC=C)CC(=O)OC(C)(C)C)Cc1c[nH]c2ccccc12 | 1 | 0% | 2% | 10% | -4% | 18% | -12% | -5% | -26%
Cc1ccccc1SCC(=O)NNC(=O)c1ccncc1 | -2 | -2% | -8% | 51%[activator] | -4% | 4% | 20% | i | -11%
COc1ccc(C(=O)N2N=C(c3cccc(OC)c3)CC2(O)C(F)(F)F)cc1 (centres undefined) | -1 | 4% | -1% | 52%[activator] | -5%[57.1 µM] | -4%[57.1 µM] | 2% | -8% | -11%
Cc1ccc(S(=O)(=O)N(C)CCN(C)c2nc(-c3cccs3)nc3ccccc23)cc1 | · | · | 3% | 21% | 7% | 29% | · | · | ·
CC1=C(c2ccc(C(C)C)cc2)S(=O)(=O)N=C1N1CCC(C(=O)NCc2ccccc2)CC1 | 0 | · | -4% | 12% | -4%[57.1 µM] | 1%[57.1 µM] | -1% | · | ?
O=C(CCCN1C(=O)c2ccccc2C1=O)N1CCOCC1 | -6 | 5% | 1% | 27% | 6% | 12% | 1% | -9% | -21%
Cc1cccc(C)c1OCC(O)CNS(=O)(=O)c1ccccc1C(=O)N1CCCCC1 (centres undefined) | 0 | 2% | 3% | 21% | -1%[57.1 µM] | -6%[57.1 µM] | -1% | 13% | -3%
COc1ccc(NC(=S)N2CCCN(Cc3cccc(Cl)c3)C2)cc1 | 2 | 0% | 1% | 4% | 1% | 13% | 17% | i | -15%
COc1cc(C(=O)NC2CCN(Cc3nnnn3Cc3ccc(F)cc3)CC2)cc(OC)c1OC | 3 | 3% | -7% | 20% | 6%[57.1 µM] | 14% | 0% | -6% | -15%
CC(=O)N(C)c1cc([N+](=O)[O-])ccc1OCc1ccccc1 | 6 | 0% | 3% | 25% | 7%[11.4 µM] | 16%[11.4 µM] | 22% | 3% | 0%
COc1ccccc1C1(CC(=O)Nc2nccs2)CCOC(C(C)C)C1 (centres undefined) | -4 | 2% | -8% | 1% | 2%[57.1 µM] | 14% | 3% | 3% | -2%
O=S(=O)(c1ccccc1)[C@@]1(c2ccc(Br)cc2)C[C@@H]2ON=C(c3ccccc3)[C@@H]2C1 | 0 | -16% | 18% | 33% | 2% | 18% | -2% | 14% | -17%

Not all compounds are listed, so the mix of outcomes need not match the whole.
